NTR1 agonist – agonists of NTR1, primary screen, imaging, U2OS cells, beta-arrestin-GFP, high content (AID 493036); P30989; NTR1-U2OS beta-arrestin-GFP spot imaging, agonist mode; activation, % at 20 µM; 0.17% of 330,000 active;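 active = activation at or above 40% of the spot to cytoplasm intensity ratio, with at least 20 cells analyzed; inconclusive = wells under 20 cells, flagged as cytotoxic or low count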;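 also: 0% = DMSO without peptide and 100% = 100 nM NTR1 peptide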
Target sequence (P30989 whole entry, looked up): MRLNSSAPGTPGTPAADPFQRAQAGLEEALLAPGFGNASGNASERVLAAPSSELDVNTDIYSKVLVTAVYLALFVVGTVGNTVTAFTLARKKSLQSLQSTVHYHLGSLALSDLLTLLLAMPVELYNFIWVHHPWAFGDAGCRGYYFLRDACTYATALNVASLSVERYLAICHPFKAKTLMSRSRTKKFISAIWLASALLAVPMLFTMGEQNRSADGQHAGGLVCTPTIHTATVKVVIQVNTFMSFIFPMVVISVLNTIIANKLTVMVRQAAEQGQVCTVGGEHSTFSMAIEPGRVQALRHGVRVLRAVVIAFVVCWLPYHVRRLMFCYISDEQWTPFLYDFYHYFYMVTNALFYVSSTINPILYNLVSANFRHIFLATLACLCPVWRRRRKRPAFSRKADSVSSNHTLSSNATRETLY
West Nile antiviral – inhibition of WNV-induced cytopathic effect – cell-based, CPE readout (AID 1621) | one-dose CPE inhibition, % at 10 µM; IC50 in µM for titrated hits | 0.02% of 290,000 active | West Nile virus-infected cells, CPE inhibition; higher % means a stronger effect; in the data active = a potency from the dose series; inconclusive = CPE inhibition mostly from about 3.7% at the one dose, without a potency; inactive = the rest, 99 in 100 with CPE inhibition below about 2.2%; also: strong numbers were not always called active
Large T inhibition – SV40 large T antigen inhibitors, biochemical (AID 1903). SV40 large T antigen ATPase/helicase inhibition assay; higher % means a stronger effect. inhibition, % at 20 µM; hits with a dose series show IC50 in µM. 0.39% of 310,000 active; in the data active = a potency from the dose series; inconclusive = inhibition mostly from about 32% at the one dose, without a potency; inactive = the rest, 99 in 100 with inhibition below about 32%; also: strong numbers were not always called active
NS5 inhibitors – flavivirus cap methylation enzyme inhibition – biochemical, confirmation dose response, primary screen (AID 588689) | inhibition, % at 25 µM, or IC50 in µM where a hit was titrated | Dengue-2 NS5 methyltransferase capping enzyme assay, biochemical; higher % means a stronger effect | 0.3% of 340,000 active; in the data active = a potency from the dose series; inconclusive = inhibition above about 29% without an active follow-up result
MgcRacGAP inhibition – MgcRacGAP GTPase-activating activity inhibitors, confirmation, biochemical, ADP Hunter fluorescence. 0.6% of 340,000 active. MgcRacGAP-stimulated Rac1 GTP hydrolysis, ADP Hunter fluorescence; higher % means a stronger effect; GST-tagged Rac1 F28L mutant substrate. inhibition, % at 30 µM, or IC50 in µM where a hit was titrated;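 active = first-screen hits whose inhibition reached a set limit at any dose in the follow-up dose series; inconclusive = inhibition above the set first-screen limit but never retested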;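 also: fluorescence reports GDP produced by GAP-driven GTP hydrolysis; strong numbers were not always called active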
T cell modulator – T cell immune modulators affecting CD8 T cell-vesicle binding; 0.068% of 330,000 active; calls only at 7 µM; 2C CD8+ T cell-vesicle binding, flow cytometry; active compounds read low;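 active = response, share of CD8 T cells binding vesicles, and their 90th percentile fluorescence all below set limits, cut at about 80% in these data, passing the limit was not always enough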
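Benchmarks: naked versus QL9-loaded vesicles / Assay system: purified 2C TCR transgenic mouse naive CD8+ T cells / Technique: high-throughput flow cytometry with anti-B7-1 and anti-CD8 staining / Timing: Cell–vesicle co-incubation 1.5 h at 37 °C, staining 20 min on ice / Read-out: percent CD8+ FL2 mean versus row control / Probe or stimulus: QL9-loaded Drosophila micro-vesicles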
K1F lysis inhibition – protection from phage-mediated lysis, alamar blue read-out – E. coli UTI89, K1F phage, bacterial capsule biogenesis inhibitors (AID 488966); E. coli UTI89 K1F phage lysis, alamar blue, 2 h; higher % means a stronger effect; inhibition, % at 100 µM, or IC50 in µM where a hit was titrated; 0.02% of 340,000 active;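 active = phage lysis inhibition, versus mean bacterial control, above a set limit; inconclusive = no clear call, values can overlap the other calls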;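 also: capsule biogenesis inhibitors block K1F phage lysis so surviving cells raise fluorescence; higher fluorescence means more inhibition of phage lysis; actives were called in the ten point dose series up to 300 µM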
RSV CPE inhibition – inhibition of RSV-induced cytopathic effect – HEp-2 cells, primary 10 µM value included (AID 2391). HEp-2 cells, RSV-induced CPE inhibition; higher % means a stronger effect. 0.13% of 310,000 active. one-dose CPE inhibition, % at 10 µM; IC50 in µM for titrated hits; in the data active = a potency from the dose series; inconclusive = CPE inhibition mostly from about 23% at the one dose, without a potency; inactive = the rest, 99 in 100 with CPE inhibition below about 21%; also: strong numbers were not always called active
Salmonella PhoP GFP – inhibitors of PhoP regulon expression, primary screen, Salmonella Typhimurium, GFP reporter (AID 1863); inhibition, % at 50 µM, or IC50 in µM where a hit was titrated; 0.16% of 300,000 active; S. Typhimurium PhoP-regulated promoter GFP reporter, 4 h; higher % means a stronger effect;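 active = inhibition over 29.93%, a cutoff 3 SD above the screen mean, later confirmed by dose response; inconclusive = inhibition over 29.93% but no dose response follow-up; inactive = inhibition at most 29.93% or unconfirmed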;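 also: 0% = low Mg2+ inducing control and 100% = high Mg2+ repressing control; strong numbers were not always called active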
T cell modulator vesicle-bound % – further read-out of T cell modulator, marked with its call; double positive events, %; measured here: CD8+ vesicle-bound cell fraction;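 binding gate set so that unloaded-vesicle control wells show 10% double positive cells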
NTR1 agonist cell count 20 µM – second read-out of NTR1 agonist, no call of its own (marks repeat the call); cell count; measured here: cell count, cytotoxicity flag
Starred values were filed as active, the others as inactive; i = inactive; ? = inconclusive; . = not tested or not shown; [ ] = remark or other dose.

SMILES	NTR1 agonist	NTR1 agonist cell count 20 µM	West Nile antiviral	Large T inhibition	NS5 inhibitors	MgcRacGAP inhibition	T cell modulator	T cell modulator vesicle-bound %	K1F lysis inhibition	RSV CPE inhibition	Salmonella PhoP GFP
C=CCn1c(O)c(N=NC(=O)OCC)c2ccccc21	0.0	91	-0.9%	5%	3%	-1%	i	47	1.7%	1.3%	0%
CCOC(=O)C1CCCN(C(=O)c2sc3nc(C)nc(N(CC)CC)c3c2C)C1 (stereo not given)	0.4	78	-0.3%	22%	3%	-2%	i	21	0.2%	2.5%	-7%
CCOC(=O)Cn1nc(Cc2ccccc2)c2ccccc2c1=O	-1.3	76	-0.7%	-5%	7%	-9%	i	35	2.0%	1.3%	4%
COc1cc(/C=C/C(=O)NCc2nc3ccccc3[nH]2)cc(OC)c1OC	-0.2	63	-0.3%	8%	-7%	4%	i	31	-0.1%	3.2%	-10%
CC(C)(C)Nc1nc(Cl)nc(NC2CCCCC2)n1	1.4	55	-1.3%	5%	-6%	8%	i	58	1.1%	3.7%	1%
O=C(NNC(=S)NC(=O)C12CC3CC(CC(C3)C1)C2)c1ccncc1	6.3	55	0.1%	14%	-1%	5%	i	34	0.2%	-1.7%	-6%
COC(=O)c1cc(OC)c(OC)cc1NC(=O)C(C)Sc1ccc(C)cc1 (stereo not given)	0.1	52	-0.2%	4%	-2%	3%	i	15	-1.2%	19%	4%
CCCc1cc(=O)oc2cc(OCC(=O)N3C[C@H]4C[C@@H](C3)c3cccc(=O)n3C4)c(Cl)cc12	5.8	107	-0.2%	0%	-1%	4%	i	27	3.8%	.	8%
COc1ccc2cnnc(SCC(=O)Nc3ccc(C(C)=O)cc3)c2c1OC	0.1	77	-1.1%	1%	3%	13%	i	53	-0.1%	0.9%	1%
CC(=O)Nc1cccc(NS(=O)(=O)c2cc3c4c(c2)CCN4C(=O)CC3)c1	0.4	70	.	18%	-4%	1%	i	28	0.4%[50 µM]	-1.0%	4%
CC(C)CN(C(=O)CN1C(=O)C2CCCCC2C1=O)c1c(N)n(Cc2ccccc2)c(=O)[nH]c1=O (stereo not given)	0.4	61	-0.3%	11%	-7%	3%	i	14	1.2%[50 µM]	0.2%	0%
O=S1(=O)c2ccc(Br)cc2N2CCC[C@@H]2CN1Cc1ccccc1	3.4	51	.	.	-5%	6%	.	.	0.3%	.	.
Cc1cc(C)c(COc2ccc(/C=N/n3c(C)n[nH]c3=S)cc2)c(C)c1	29	66	-1.0%	12%	-1%	13%	i	38	1.9%	?	-1%
O=C(C1CCCC1)N1CCN(S(=O)(=O)c2ccc(F)cc2)CC1	-0.3	97	-0.8%	-27%	-5%	0%	i	42	0.0%	-0.5%	10%
O=C(CSCc1ccccn1)Nc1ccccc1	1.6	58	-0.2%	22%	-5%	5%	i	51	0.8%	0.8%	5%
S=C(NCCCN1CCOCC1)Nc1cccc(Cl)c1	-0.9	71	0.2%	12%	1%	0%	i	13	0.1%	-1.2%	1%
Cc1n[nH]c(C)c1CS(=O)(=O)c1ccccc1	-0.5	48	0.4%	2%	-1%	3%	i	25	-2.0%	1.8%	-3%
COc1cc(/C(C)=N/N2CCOCC2)cc(OC)c1OC	2.4	30	2.1%	9%	-4%	0%	i	10	0.7%	0.6%	6%
Cc1cc(N/C=C/C(=O)c2ccc(Br)cc2)no1	-1.0	42	-0.3%	2%	1%	9%	i	42	0.1%	-2.8%	-7%
COc1cccc(C(=O)NC(=S)Nc2ccc(N(C)C)cc2)c1	0.7	34	-0.9%	?	-3%	?	i	42	5.3%	4.3%	3%
Cc1ccc(N2C(S)=C(C#N)C(=O)NC23CCCCC3)cc1	0.5	35	0.3%	36%	-14%	55%	i	43	-2.5%	0.0%	-18%
COc1cccc(CNS(=O)(=O)c2cc3c(cc2Cl)NC(=O)CO3)c1	-2.3	43	0.0%	5%	-1%	8%	i	31	0.1%	1.5%	.
Cc1csc(NC(=O)CSc2nnc(C)s2)n1	0.7	40	0.1%	-3%	-1%	2%	i	21	2.9%	1.1%	15%
NS(=O)(=O)c1ccc2ccccc2c1	0.1	66	0.3%	11%	-13%	4%	i	36	-0.1%	5.2%	-10%
OCCN(Cc1ccccc1)Cc1ccc(F)c(F)c1	7.0	75	0.1%	3%	-8%	7%	i	15	0.3%	0.5%	6%
COc1ccc(-n2c(SCc3nnc(-c4ccccc4)o3)nnc2-c2ccccc2)cc1	3.7	81	-0.6%	8%	-5%	4%	i	30	-0.3%	4.7%	-5%
CC(=O)Nc1cccc(OCc2ccc(F)cc2)c1	-0.7	46	0.5%	5%	2%	4%	i	48	-1.2%	-0.9%	-4%
COc1ccc(/C=N/n2c(C)nc3ccccc3c2=O)cc1OC	0.1	71	0.3%	6%	7%	4%	i	56	0.2%	2.4%	-7%
O=C(Cc1ccc(Cl)cc1)Nc1ncccn1	1.8	49	-0.4%	-1%	-6%	5%	i	37	-1.8%	0.7%	-7%
Cc1cccc(N(C(=O)CCC(=O)Nc2cc(C)on2)C(C(=O)NC2CCCC2)c2ccncc2)c1 (stereo not given)	-0.5	143	0.2%	3%	-5%	-4%	i	20	1.8%	-0.6%	25%
CCc1cc2c(=O)n(-c3ccccc3)c(=S)[nH]c2s1	-1.8	75	0.9%	20%	4%	8%	i	2	1.3%	-0.1%	-10%
CN(c1cccc2cccnc12)S(=O)(=O)c1ccccc1	-0.5	51	0.3%	6%	0%	6%	i	34	0.2%	2.0%	-1%
C[N+]12CCCCC1[C@@H](CO)CCC2 (stereo not given in full)	0.5	52	0.9%	15%	-18%	-10%	i	44	0.2%	2.0%	4%
Cc1cc(C)c2c(=O)[nH]n(C3CC(C)N(C)CC3C)c2n1 (stereo not given)	-0.9	96	-0.4%	0%	-4%	1%	i	18	0.2%	0.2%	1%
COCCN(CC(=O)Nc1cccc(C)c1C)C(=O)Cc1ccsc1	0.1	104	.	.	-3%	2%	i	44	0.4%[50 µM]	.	.
CC(C)(C)C1CCC(C(=O)NCC(c2cccs2)N2CCOCC2)CC1 (stereo not given)	2.4	80	-1.5%	27%	1%	4%	i	33	0.1%	4.1%	5%
CN(C)c1c(F)cc(C(=O)NCc2ccccc2)cc1F	-0.5	35	-0.5%	6%	-5%	11%	i	27	-0.6%	1.0%	-2%
O=C(NCCN1CCCCCC1)C1CCCN1S(=O)(=O)c1cccc2nsnc12 (stereo not given)	2.5	58	0.8%	16%	-5%	-5%	i	30	0.2%[50 µM]	-1.7%	4%
CCCOC(=O)c1ccc(-c2ccc(C=O)o2)cc1	3.2	80	-0.1%	22%	3%	3%	i	50	3.3%	5.4%	1%
O=C(CCc1c[nH]c2ccccc12)N1CCN(S(=O)(=O)c2ccccc2)CC1	-0.3	65	.	11%	-5%	3%	i	31	1.1%[50 µM]	-1.1%	7%
Cc1c(/C=N\NC(=O)c2cc3ccccc3o2)c2ccccc2n1C	5.0	51	0.1%	9%	-11%	-10%	i	6	-0.5%	-0.8%	-1%
COc1ccc(N2CCN(CCNC(=O)c3c(C)cc(=O)oc3C)CC2)cc1	-1.0	63	-0.7%	17%	-2%	17%	i	34	3.4%	-1.2%	-5%
Cc1ccc([C@@H]2CC=C(C(=O)O)[C@H](c3ccc(F)cc3)N2S(=O)(=O)c2ccc(C)cc2)cc1	4.5	93	.	2%	7%	9%	i	17	-6.3%	3.2%	7%
CC(=O)Nc1c(C(=O)N2CCOCC2)sc2nc3c(cc12)COC(C)(C)C3	1.0	37	0.0%	8%	-5%	2%	i	6	-1.0%	0.3%	1%
CN(Cc1c(C(=O)N2CCCCCCC2)nc2ccc(Cl)cn12)C1CCOC1 (stereo not given)	0.0	74	-0.4%	8%	-7%	7%	i	50	0.1%	1.2%	8%
Cc1ccc(-n2ncc3c2CC(C)(C)CC3NC(=O)c2ccc[n+]([O-])c2)cc1 (stereo not given)	-0.3	52	-0.7%	4%	-5%	9%	i	60	-0.1%	1.8%	5%
COC(=O)NC1c2ccccc2Oc2ccc(C)cc21 (stereo not given)	2.3	88	0.1%	8%	-7%	5%	i	35	1.3%[50 µM]	1.6%	4%
C=CCSc1nc2c(cnn2-c2ccc(C)c(C)c2)c(=O)[nH]1	6.9	87	0.1%	0%	-4%	6%	i	24	-0.3%	5.7%	7%
O=C1CN(C(=O)COC(=O)C2=COCCO2)c2ccccc2N1	0.2	91	0.3%	6%	-3%	7%	i	20	0.4%	1.2%	0%
Cc1c(C(=O)NC2CCC(C)CC2)oc2ccccc12 (stereo not given)	1.0	68	-1.1%	13%	-4%	11%	i	5	2.3%	3.0%	0%
CC(c1ccccc1)n1c(-c2cccs2)nc2c(c(=O)c3ccccc3n2C)c1=O (stereo not given)	20	40	-0.2%	4%	.	.	i	57	.	.	-7%
CCOc1ccc(NC(=O)c2ccc3[nH]c(=O)c(=O)[nH]c3c2)cc1	0.0	68	-0.5%	18%	3%	-21%	i	34	0.0%	1.9%	-2%
COc1ccc(C(=O)NNC(=O)Cc2coc3cc(OC)ccc23)cc1	-0.1	67	.	.	-3%	6%	i	45	0.1%	.	.
O=C1CC2(CCN(S(=O)(=O)c3ccccc3)CC2)Oc2ccccc21	-0.3	51	.	14%	4%	5%	i	60	0.6%[50 µM]	1.6%	-5%
O=C(Nc1ncn[nH]1)c1cc(S(=O)(=O)Nc2ccc(Cl)cc2)ccc1Cl	1.9	42	0.7%	14%	-4%	1%	i	35	0.8%	0.4%	-12%

Source: PubChem
